# Assay outcomes deposited in PubChem by National Center for Advancing Translational Sciences (NCATS).
# GLP1R inv ag: acts as inverse agonist at human GLP-1 receptor; P43220; HEK293 GLP-1R CRE-luciferase, luminescence, 24 h; GLP-1R form is constitutively active; Potency, µM (series often up to 38.3 µM), without a hit: at the highest dose activity change, negative = inhibition, usual class: inhibitors; 410,000 compounds, 1.6% hits; AID 624417; also: potency is read from the fitted curve at half-maximal effect; % is scaled to controls: 0 for no effect and ±100 for the full control effect; nearly all actives have a fitted effect of over 55% in size
# Target sequence (P43220 whole entry, looked up): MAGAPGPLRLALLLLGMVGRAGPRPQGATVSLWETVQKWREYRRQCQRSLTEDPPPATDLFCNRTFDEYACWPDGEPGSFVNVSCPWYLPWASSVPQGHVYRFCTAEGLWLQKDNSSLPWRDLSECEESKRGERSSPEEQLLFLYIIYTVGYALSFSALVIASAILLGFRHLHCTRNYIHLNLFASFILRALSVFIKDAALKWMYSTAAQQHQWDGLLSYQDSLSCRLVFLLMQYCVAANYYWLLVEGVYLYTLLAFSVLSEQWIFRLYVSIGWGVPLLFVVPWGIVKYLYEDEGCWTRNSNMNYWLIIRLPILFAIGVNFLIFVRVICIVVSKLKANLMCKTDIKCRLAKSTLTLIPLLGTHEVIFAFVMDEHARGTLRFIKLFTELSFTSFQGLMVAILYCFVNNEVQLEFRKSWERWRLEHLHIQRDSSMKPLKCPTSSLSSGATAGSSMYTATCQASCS
#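 Cells are plated, allowed 12 hours at 37 deg C, then treated with compounds for 24 hr before luciferase detection reagent is added and luminescence is read after 12 min at room temperature. The HEK293 line carries constitutively active GLP-1R with a cAMP-responsive reporter.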
# DRD3 antagonist: D3 dopamine receptor (human) antagonism. max response, negative = inhibition, %. AID 652054. 360,000 compounds, 2.5% hits. D3R cells, DiscoveRx beta-arrestin luminescence, antagonist mode; hits give low values. P35462; in the data active = max response below about -50%; inconclusive = no clear call, values can overlap the other calls; also: % is scaled to controls: 0 for no effect and ±100 for the full control effect; mostly tested at two doses, the higher about 12 µM
#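 Cells expressing the human receptor were seeded at 1500 cells/well, incubated overnight at 37 degrees C in 5% CO2, then exposed to library compounds with dopamine controls for 90 minutes at 37 degrees C before luminescent detection.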
# PTHR1 ag: agonists of human PTHR1 parathyroid hormone receptor. Q03431. HEK293 GP2 PTHR1 cells, GloSensor cAMP luminescence, 1 h. Potency, µM (top dose mostly 115 µM), for the others: at the top dose activation, actives largely listed as activators. 410,000 compounds, 0.075% hits. AID 743266; also: potency is read from the fitted curve at half-maximal effect; nearly all actives have a fitted effect of over 55% in size; some results filed as inactive show a strong effect at the top dose; inactives centre near -15; many of its hits are not listed in these tables
# Target sequence (Q03431 whole entry, looked up): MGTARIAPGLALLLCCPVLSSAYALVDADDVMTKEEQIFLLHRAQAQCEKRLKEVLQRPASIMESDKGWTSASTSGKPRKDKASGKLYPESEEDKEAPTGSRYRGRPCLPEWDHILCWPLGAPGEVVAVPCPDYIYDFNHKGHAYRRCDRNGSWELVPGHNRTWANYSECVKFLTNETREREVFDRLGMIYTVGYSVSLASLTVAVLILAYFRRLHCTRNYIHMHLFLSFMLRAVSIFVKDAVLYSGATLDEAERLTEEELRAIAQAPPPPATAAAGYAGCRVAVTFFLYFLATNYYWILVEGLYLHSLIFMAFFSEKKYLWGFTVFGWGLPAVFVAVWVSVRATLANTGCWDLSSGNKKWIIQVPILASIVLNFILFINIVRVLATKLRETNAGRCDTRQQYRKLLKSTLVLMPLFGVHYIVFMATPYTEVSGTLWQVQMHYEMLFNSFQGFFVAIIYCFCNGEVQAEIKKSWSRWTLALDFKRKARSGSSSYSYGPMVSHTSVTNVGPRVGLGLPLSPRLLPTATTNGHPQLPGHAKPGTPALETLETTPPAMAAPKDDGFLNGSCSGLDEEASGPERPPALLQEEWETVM
#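 HEK-293-derived GP2 cells expressing PTHR1 and a GloSensor cAMP reporter, 3,000/well, plated overnight, given luciferin plus IBMX (each 0.5 mM as added) for 1 h at 37 °C, then compound for 1 h at 37 °C. Luminescence was read after 15 min at room temperature.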
# TDP-43 yeast inh: rescues yeast growth from TDP-43 toxicity; AID 652104; TDP-43 expressing yeast growth rescue, BacTiter-Glo, 24 h; Potency, µM (titrated, usually from 46.1 µM), for inactives: at the top dose growth rescue (activation), actives largely listed as activators; 410,000 compounds, 1.8% hits; also: potency is read from the fitted curve at half-maximal effect; % of control where 0% means no effect; nearly all actives have a fitted effect of over 50% in size
#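 In this qHTS, compounds that restore growth of yeast expressing TDP-43 appear as activators. Cells (OD600=0.02, galactose medium, raffinose-pregrown) are incubated with compound 24 hr at 30 deg C and growth is quantified by BacTiter-Glo.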
# Abeta rescue: compounds reversing amyloid beta toxicity in yeast | yeast expressing A-beta42, growth rescue, OD600, 48 h; response scale: 0% DMSO, 100% iron-clioquinol control | AID 1347071 | 410,000 compounds, 0.063% hits | Potency, µM (series often up to 46.1 µM), without a hit: at the top dose growth rescue, usual class: activators; also: potency is read from the fitted curve at half-maximal effect; nearly all actives have a fitted effect of over 55% in size
#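 Yeast A-beta toxicity model in growth medium with pinned compounds, 48 h at 30 C; growth read as absorbance at 600 nm. Normalized to FeCl3/clioquinol equimolar mix (positive) and DMSO (negative).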
# aSyn rescue: alpha-synuclein toxicity inhibition in yeast; Yeast expressing alpha-synuclein, growth rescue, BacTiter-Glo, 24 h; Potency, µM (titrated, usually from 46.1 µM), inactives show at the highest dose growth rescue (activation), usual class: activators; 370,000 compounds, 0.14% hits; AID 652106; also: potency is read from the fitted curve at half-maximal effect; % of control where 0% means no effect; nearly all actives have a fitted effect of over 65% in size
#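 Galactose-induced alpha-syn yeast (OD600=0.02, raffinose-pregrown) + pinned cpd, 24 hr, 30 deg C; growth by BacTiter-Glo luminescence. Growth restoration scores as activation.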
# Akt phos inh: inhibitors of Akt phosphorylation | Neuro2A IGF-stimulated pAkt S473 HTRF, 20 min; hits give low values | activity change, % for hits at 50 µM | 360,000 compounds, 0.32% hits | AID 651550; in the data active = activity change below about -80%; inconclusive = mostly about -51% to -80%; also: % is scaled to controls: 0 for no effect and ±100 for the full control effect
#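 Neuro2A cells in DMEM with 0.5% FBS, overnight at 37 deg C, given compound at single 50 µM final, then IGF (6 nM final) for 20 min at 37 deg C. Lysed; phospho-Akt Ser473 by HTRF after 24 h, 665/615 ratio.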
# FUS suppressor: FUS proteinopathy suppression in yeast. S. cerevisiae FUS-expressing, growth rescue, OD600, 24 h. Potency, µM (doses to about 76.6 µM), for the others: top-dose growth rescue (activation), hits mostly activators. 390,000 compounds, 0.24% hits. AID 1347120;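 also: potency is read from the fitted curve at half-maximal effect; plate controls were DMSO vehicle for no effect and reference control for full effect; nearly all actives have a fitted effect of over 55% in size; some results filed as inactive show a strong effect at the top dose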
#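 Absorbance at 600 nm, taken 24hr after compound addition, measured rescue of FUS-yeast growth at 30C. Induction used 2% galactose with seeding at OD 0.005. Controls: CP55940 from 92uM final, DMSO only.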
# GLP1R ag: GLP-1 receptor (human) agonism; P43220; HEK293 GLP-1R CRE-luciferase, luminescence, 4-6 h; cells express a hypersensitive GLP-1R form; Potency, µM (titrated, usually from 45.6 µM), without a hit: at the highest dose activation, usual class: activators; 380,000 compounds, 0.007% hits; also: potency is read from the fitted curve at half-maximal effect; % of control where 0% means no effect
# An asterisk follows results filed as active; i = inactive; ? = inconclusive; · = not tested or not shown; [ ] = remark or other dose. Unless noted, calls follow the shape of the dose curve; as a rule, active = well fitted curve in the direction sought with a large enough effect; inconclusive = small, poorly fitted or top-dose-only effect, or another doubt; inactive = no such curve, though single readings can be large; an effect the other way counts as inactive or inconclusive. A portion of the library, so the mix of outcomes need not match the whole.
# The first two entries, ahead of the listing:
SMILES,GLP1R inv ag,DRD3 antagonist,PTHR1 ag,TDP-43 yeast inh,Abeta rescue,aSyn rescue,Akt phos inh,FUS suppressor,GLP1R ag
O=S(=O)(CCNC1CC1)NC1CCCCC1,-2%,-7,i,0%,11%,-4%,i,-22%,1%
Cc1cccc(NC(=O)NC2COc3ccccc3C2)c1C (stereo unspecified),3%,·,i,-10%,-21%,·,·,-22%,·

# Results (from the top)
SMILES,GLP1R inv ag,DRD3 antagonist,PTHR1 ag,TDP-43 yeast inh,Abeta rescue,aSyn rescue,Akt phos inh,FUS suppressor,GLP1R ag
O=S(=O)(CCNC1CC1)NC1CCCCC1,-2%,-7,i,0%,11%,-4%,i,-22%,1%
Cc1cccc(NC(=O)NC2COc3ccccc3C2)c1C (stereo unspecified),3%,·,i,-10%,-21%,·,·,-22%,·
Cc1noc(C)c1S(=O)(=O)Nc1ccc2c(c1)C(=O)N([C@@H](C)CO)C[C@@H](C)[C@@H](CN(C)CC1CCCCC1)OCCCC[C@@H](C)O2,?,-9,-96%[inhibitor],4%,-6%,1%,i,23%,-2%
C=CCOc1ccc2c(OC)c3ccoc3nc2c1OC,42%[activator],5,-23%[57.5 µM],11µM*,-25%,-3%,i,12%,3%
CCOC(=O)[C@]12CCCC=C1N(Cc1ccco1)C(=O)[C@H](CC(=O)NCC1CCCCC1)C2,?,-20,-6%,18%,6%,6%,i,33%,24%
O=C1C=C(C#Cc2ccc(Oc3ccccc3)cc2)C[C@@H](c2ccc(F)cc2)C1,-17%,0,i,0%,2%,0%,i,10%,-1%
COc1ccc(C)cc1NS(=O)(=O)c1ccc2c(c1)oc(=O)n2C,-8%,-17,-51%[inhibitor],9%,5%,-3%,i,-9%,4%
COc1cnc(-c2ccccc2)nc1Oc1cccc(C)c1,?,-7,-15%[57.5 µM],-1%,23%,1%,i,14%,0%
O=C1CCN(Cc2ccccc2)CCN1[C@H](CO)c1ccccc1,8%,-51*,-3%,5%,-15%,-1%,i,-5%,5%
O=C(N/N=C/c1cccnc1)NC12CC3CC(CC(C3)C1)C2,-8%,-20,-2%,-23%,-28%,-8%,i,4%,15%
COc1cccc2cc(-c3ccccc3)c(=O)oc12,3%,0,-11%,18%,2%,?,i,1%,13%
Cc1ccc(CN2C(=O)c3ccccc3Sc3ccc(C(=O)NCc4ccco4)cc32)cc1,?,·,1%,22%,-7%,·,·,10µM*,·
CCCCN(CC)S(=O)(=O)c1c(C)[nH]c(=O)[nH]c1=O,-8%,19,i,-1%[9.22 µM],-7%,6%,i,5%,2%
CCCSc1nsc(SCCC)c1C(N)=O,1%,13,i,17%,0%,0%,i,4%,0%
Cc1cc(C)c(NS(=O)(=O)c2ccc3c(c2)NC(=O)C(C)C(=O)N3)c(C)c1 (stereo unspecified),-10%,-24,-18%,-4%,-16%,-3%,i,2%,0%
Cc1ccc(NC(=S)NCCc2ccccc2)c(C)c1,?,2,i,0%,19%,-6%,i,·,0%
O=c1oc(-c2ccccc2NS(=O)(=O)c2ccc(Cl)cc2)nc2ccccc12,?,-3,-1%,?,-7%,-13%,i,3%,-1%
O=Cc1cccc2ccc3cccc(C(=O)O)c3c12,6%,8,i,2%,12%,7%,i,19%,13%
OC(c1ccccc1)(c1ccc(F)cc1)C(c1ccccc1)N1CCOCC1 (stereo unspecified),7.9µM*,4,-16%[57.5 µM],-4%,7%,11%,i,-4%,-12%
Brc1ccc(-c2nnc3sc(CN4CCc5ccccc5C4)cn23)cc1,1%,1,i,4%,-3%,4%,i,-15%,1%
N#CCn1c(C2CCCCC2)nc2ccccc2c1=O,60%,1,26%[57.5 µM],?,10%,8%,i,13%,22%
CC(NCc1ccc2c(c1)n(C)c(=O)n2C)c1ccccc1 (stereo unspecified),5%,·,i,7%,5%,·,·,-18%,·
O=C(CCC1N=C2c3ccccc3N=C(SCc3ccc(F)cc3)N2C1=O)NCCc1ccccc1 (stereo unspecified),?,·,i,-3%,-14%,·,·,10%,·
NC(=O)CSC1=Nc2ccccc2C2=NC(CCC(=O)NCc3ccc(F)cc3)C(=O)N12 (stereo unspecified),4%,-15,i,-6%,11%,-5%,i,-4%,7%
CCCCOc1cccc(C(=O)Nc2ccc(NC(=O)c3cccs3)cc2)c1,-35%,-25,i,-2%,3%,5%,i,-1%,13%
COc1ccc(Cl)cc1NC(=O)CN1C(=O)C(=O)N(C2CCCC2)C1=O,-8%,9,-1%,14%,8%,15%,i,2%,7%
Cc1c(NC(=O)CCCCCN2C(=O)c3ccccc3C2=O)c(=O)n(-c2ccccc2)n1C,17%,-13,i,-14%,-13%,-4%,i,·,0%
CCOc1ccc(/C=N/NC(=O)C2CC2)cc1OC,31%[activator],-7,i,7%,-18%,-7%,i,22%,3%
O=C(Nc1ccccc1)/C(=C\c1ccc(F)cc1)NC(=O)c1ccco1,3%,5,i,-1%,1%,-1%,i,12%,13%
Cn1c(=O)c2cc(C(=O)Nc3cccc(C#N)c3)sc2c2ccccc21,23%,·,-11%,23%,-10%,·,·,-12%,·
COCOCCn1cc(CN2CCS(=O)(=O)N(Cc3ccc(-c4ccc(OC)cc4)cc3)C(C(C)C)C2=O)nn1 (stereo unspecified),?,23,-23%,29%,-13%,8%,i,?,3%
COc1cccc(NC(=O)c2c(N3CCCC3=O)c3cc(C)ccc3n2C)c1,-14%,·,-28%,?,-32%,-9%,·,23%,13%
CCN(CC)CCNC(=O)C(=O)Nc1cc2c3c(c1)CCN3C(=O)CC2,19%,14,i,18%,5%,3%,·,-23%,-3%
CCOC(=O)c1ccccc1NC(=O)c1c(-c2ccccc2)noc1C,?,·,-5%,15%[9.22 µM],-6%,·,·,19%,·
Cc1cccc(-c2nnc(SCC#N)n2-c2ccccc2)c1,-13%,-17,-29%,1%,-1%,-11%,i,6%,-1%
COc1ccccc1CN1CCC(CNC(=O)c2cnn(-c3ccc(Cl)cc3)c2C2CCN(C(=O)OC(C)(C)C)CC2)CC1,?,·,14%,13%,-1%,·,·,24%,·
CCN(CC)C(NC(=O)Cc1ccccc1)C(Cl)(Cl)Cl (stereo unspecified),0%,-12,-17%[57.5 µM],20%,26%,4%,i,21%,-1%
COc1ccc(NC(=O)CSc2nnc(Cc3cccn3C)n2CCc2ccccc2)c(OC)c1,-28%,-4,0%,-6%,-35%[inhibitor],4%,i,?,13%
CC(=O)C1=C(C)NC(=O)NC1c1ccccc1OCC(=O)NCCc1ccccc1 (stereo unspecified),16%,-64*,i,-13%,-9%,0%,i,18%,-10%
COc1ccc(-c2csc(NC(=O)c3ccc(OCC(=O)N4CCOCC4)c(OC)c3)n2)cc1OC,-12%,114,-41%[inhibitor],20%,8%,-3%,i,·,-19%
Cc1cccc(OCC(=O)OCC(=O)Nc2ccc(Cl)cn2)c1,?,12,-9%,-4%,1%,-12%,i,1%,0%
Cc1ccc(N2C(=S)NC3c4ccccc4OC2(C)C3C(=O)N(C)C)cc1 (stereo unspecified),15%,-14,i,-13%,-3%,0%,i,14%,-10%
Nc1c(C(=O)NCC2CCCO2)sc(=S)n1-c1ccccc1 (stereo unspecified),8%,-1,-1%[57.5 µM],10%,-14%,-5%,i,37%,7%
COc1ccc(-n2c(=S)[nH]c3cc(C(=O)Nc4ccc(OC)c(OC)c4)ccc3c2=O)cc1,15%,-3,i,23%,-2%,6%,i,·,-12%
COc1cccc(CNC(=O)c2ccc(N3CCOCC3)c([N+](=O)[O-])c2)c1,44%[activator],11,i,-1%,-1%,5%,i,15%,25%
C/C=C1\NC(=O)[C@H](C)NC(=O)[C@@H](NC(=O)[C@H](Cc2ccc(O)cc2)NC(=O)[C@@H](NC(=O)/C(C)=C/C)C(C)C)[C@@H](C)OC(=O)[C@H](CC(C)C)NC(=O)[C@@H](CCC(=O)O)NC1=O,33%[activator],2,-13%,12%,-20%,5%,i,13%,11%
Cc1ccc(C)c(N(C)S(=O)(=O)c2cccc3nsnc23)c1,?,-4,i,17%,-12%,13%,i,9%,4%
COCCN(C(=O)COC(=O)CCc1nc2ccccc2s1)c1c(N)n(Cc2ccccc2)c(=O)[nH]c1=O,-14%,14,-14%,10%,8%,2%,i,18%,-29%
O=C(Nc1ccccc1)Nc1sccc1-c1nc2ccccc2s1,-8%,17,-9%,-6%,-4%,3%,i,4%,11%
CCN(C(=O)Cn1c(SCC(=O)Nc2ccc(OC)cc2)nc2ccccc21)c1cccc(C)c1,-14%,·,i,-19%,-5%,·,·,?,·
Cc1cc(Nc2cccc(C(=O)O)c2)n2nc(C)nc2n1,-21%,·,-7%,2%,0%,·,·,-10%,·
Cc1ccc(CNC(=O)COc2ccccc2-c2ccccc2)cc1,?,26,-1%,?,12%,1%,i,-1%,9%
CCc1ccc(NC(=O)N2CCN(c3ccccc3)CC2)cc1,?,13,-23%,-10%[0.397 µM],14%,-5%,i,11%,19%
CNC(=S)NNC(=O)CCn1nc(C)c(Br)c1C,0%,?,i,-14%,-7%,-12%,i,30%,-9%
CCCn1c(N)c(N(CCOC)C(=O)c2ccccc2F)c(=O)[nH]c1=O,-1%,-5,i,-12%,16%,3%,i,4%,7%
CCCCOP(=O)(OCCCC)C1(NS(=O)(=O)c2ccccc2)C=CC(=O)c2ccccc21 (stereo unspecified),-29%,22,-32%[inhibitor][57.5 µM],-9%,-1%,10%,i,26%,-5%
O=C(O)c1cc2c(o1)CCC/C2=N\O,0%,-18,i,-14%,-9%,-3%,i,31%,6%
